# Bioassay records from PubChem.
# KLK5 inh: human KLK5 protease inhibitors, primary screen, biochemical, 1536-well. recombinant hK5, fluorogenic AMC substrate cleavage. AID 873, 2007. inhibition, % at 5 µM. 0.59% of 210,000 active;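 active = inhibition of 40% or more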;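 note: 0% = enzyme controls without compound and 100% = no-enzyme blanks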
# Target sequence (Q9Y337 67-293 limits assumed): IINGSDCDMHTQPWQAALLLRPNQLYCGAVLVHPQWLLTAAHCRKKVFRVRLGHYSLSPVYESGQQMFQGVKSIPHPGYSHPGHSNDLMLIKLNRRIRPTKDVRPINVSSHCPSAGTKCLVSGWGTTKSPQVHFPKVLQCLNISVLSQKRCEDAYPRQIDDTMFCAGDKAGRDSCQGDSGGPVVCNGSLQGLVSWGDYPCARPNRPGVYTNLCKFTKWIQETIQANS
# KCC2 mod: KCC2 cotransporter modulators, thallium flux, primary screen, cell-based, HEK293 KCC2, FluoZin-2 fluorescence, MLSMR; Solute carrier family 12 member 5 (Homo sapiens), Q9H2X9; 2.2% of 190,000 active; KCC2 cells, thallium flux FluoZin-2 fluorescence; B-score of Tl+ flux slope (higher = more flux/activation; lower = inhibition) at 10 µM;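 active = thallium flux slope and its plate-corrected score both differing from the plate sample mean at a set confidence after two filtering rounds, in either direction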;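 note: slope of fluorescence scaled to starting intensity during 10 to 20 s after thallium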
# FXIIa inh 1536: human FXIIa protease inhibitors, primary screen, biochemical, 1536-well; Coagulation factor XII (Homo sapiens), P00748; purified FXIIa, Boc-QGR-AMC fluorogenic substrate, 2 h; inhibition, % at 5 µM; 0.3% of 220,000 active; in the data active = inhibition above about 40%;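 note: 0% = enzyme with no compound and 100% = blank without enzyme; many of its hits are not listed in these tables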
# PERK inh: block of dimerizer-induced PERK translation repression, primary screen, PERK inhibitor project, CHO PERK-DD cells, SEAP luminescence, HTS; Eukaryotic translation initiation factor 2-alpha kinase 3 (Homo sapiens), Q9NZJ5; CHO PERK-DD fusion, SEAP luminescence translation reporter; inhibition, % at 5.6 µM; 0.17% of 220,000 active; AID 1416, 2008;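 active = inhibition above the mean inhibition of all tested compounds plus 3 SD, set separately per screening campaign, cut at about 2.9% in these data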;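 note: PERK kinase domain activated by AP20187 dimerizer at 100 nM; 0% = DMSO with dimerizer and 100% = rapamycin at 8.4 µM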
# Rad51 HR inh: human RAD51 strand exchange inhibitors, primary screen, biochemical, fluorescence; DNA repair protein RAD51 homolog 1 (Homo sapiens), Q06609; hRad51 DNA strand exchange, fluorescence dequenching; inhibition, % at 10 µM; 0.085% of 200,000 active;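 active = inhibition above 40% at the single screening dose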;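 note: 0% = DMSO control wells and 100% = blanks with heterologous ssDNA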
# Target sequence (Q06609 whole entry, looked up): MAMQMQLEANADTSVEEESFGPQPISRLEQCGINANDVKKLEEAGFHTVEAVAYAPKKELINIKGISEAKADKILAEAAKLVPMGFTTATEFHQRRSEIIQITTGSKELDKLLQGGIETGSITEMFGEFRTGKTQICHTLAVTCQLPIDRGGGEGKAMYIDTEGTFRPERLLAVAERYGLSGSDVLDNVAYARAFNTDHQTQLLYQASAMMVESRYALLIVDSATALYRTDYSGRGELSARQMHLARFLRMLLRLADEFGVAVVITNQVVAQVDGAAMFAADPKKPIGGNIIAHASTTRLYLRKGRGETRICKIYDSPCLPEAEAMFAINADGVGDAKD
#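 Test system: preformed human Rad51 ssDNA filaments. Compound dosing: single dose, 10 µM final compound. Incubation: filaments 15 min 37 °C, then compound 30 min. Technique: FRET fluorescence dequenching, excitation 485 nm, emission 520 nm. Read-out basis: percent inhibition from fluorescence, normalised to plate control and blank means. Benchmarks: plate controls and plate blanks.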
# Furin inhibitor: human furin inhibitors, primary screen, biochemical, fluorescence intensity; inhibition, % at 30 µM; purified furin, fluorogenic substrate cleavage; 0.061% of 220,000 active; AID 463115, 2010; in the data active = inhibition above about 25%; note: inactives centre near -15
# Thrombin inh: human alpha-thrombin inhibitors, primary screen, counter-screen for coagulation protease inhibitor project, biochemical, 1536-well, fluorogenic AMC substrate. Boc-VPR-AMC fluorogenic substrate cleavage. inhibition, % at 5 µM. Prothrombin (Homo sapiens), P00734. AID 1046, 2008. 0.26% of 220,000 active;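 active = inhibition at or above 40%; inactive = inhibition below 40%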;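 note: 0% = enzyme with no compound and 100% = wells without enzyme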
#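 Test system: human alpha-thrombin protein / Dosing: one concentration per compound, 5 µM, with 0.2% DMSO / Medium: pH 7.5 Tris-saline with Tween 20 / Benchmarks: no-compound enzyme wells and no-enzyme blanks / Read-out basis: percent inhibition of thrombin substrate cleavage / Timing: reaction at room temperature / Measured by: fluorescence, ex 355 nm, em 460 nm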
# m-calpain inh: inhibitors of pig calpain II, primary screen, biochemical, fluorogenic peptide substrate, 1536-well; AID 1236, 2008; inhibition, % at 16 µM; purified calpain II, 30 min; 0.37% of 220,000 active;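 active = inhibition above about 50%, limit read from the data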
# FXIa inh: human FXIa protease inhibitors, primary screen, biochemical, 1536-well; Coagulation factor XI (Homo sapiens), P03951; purified FXIa, Boc-Glu-Ala-Arg-AMC fluorogenic substrate; inhibition, % at 5 µM; 0.14% of 220,000 active; AID 798, 2007;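 active = inhibition of at least 40%; inactive = inhibition below 40%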;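 note: fluorescence of freed AMC excited at 355 nm; 0% = enzyme without compound and 100% = no enzyme blank; many of its hits are not listed in these tables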
# * hit, by the source's call; / = no result given; [ ] = another dose, or the depositor's remark. This is a subset; the hit share may differ from the screen's.
SMILES	Thrombin inh	Rad51 HR inh	KCC2 mod	KLK5 inh	FXIa inh	FXIIa inh 1536	Furin inhibitor	m-calpain inh	PERK inh
CC(=O)OC[C@H]1O[C@@H](n2ccc(=O)[nH]c2=S)C(OC(C)=O)C1OC(C)=O (stereo partly specified)	-2	1	/	0	5	11	-13	4	1.7
Cc1ccc(CNC(=O)CCc2ccccc2)cc1	-2	-16	/	3	0	5	-20	-12	0.4
CC(=O)c1ccc(NCC2COc3ccccc3O2)c([N+](=O)[O-])c1 (stereo unspecified)	-4	-8	-1.2	-3	-3	5	-19	12	-0.3
COc1ccc(S(=O)(=O)Cc2ccc(C(=O)N3CCCC3)o2)cc1	-2	-2	0.88	-32	24	27	13	0	1.6
O=C(CSc1nnc(-c2cccs2)n1Cc1ccco1)c1ccc2c(c1)OCO2	13	-2	-2.4	12	14	14	-33[20 µM]	6	-0.2
COc1ccc(S(=O)(=O)CCC(=O)O)cc1	-9	1	1.3	-26	-5	6	14[20 µM]	-11	0.6
COc1ccc(-c2noc(CCCC(=O)NCc3ccco3)n2)cc1OC	15	-10	-1.3	-2	14	25	-27	14	0.1
COc1cc(OC)c(NC(=O)CCNC(=O)Cn2cnc3ccccc3c2=O)cc1Cl	-4	0	0.14	-5	5	15	-24	8	-0.1
Cn1nc(C(=O)N2CCc3ccccc32)c2ccccc2c1=O	-4	5	-0.21	-1	-6	6	-18	14	0.1
CCOC(=O)c1sc(=S)n(-c2ccccc2)c1N	-3	-5	-0.012	-6	9	10	-7[20 µM]	-1	1.3
O=C(O)C1=C[C@H](c2cccs2)C[C@H](OCCCCO)O1	0	-1	0.013	-2	0	7	-31	-7	/
C#CCOCCOCCOCCNc1nc(N2CCOCC2)nc(N2CCN(C(=O)[C@H]([C@@H](C)CC)n3cc([C@@H](N)CC(C)C)nn3)CC2)n1	5	1	-0.8	5	2	13	-35	1	1.5
O=C(NC1CCCc2ccccc21)C1CCN(S(=O)(=O)c2cccc(C(F)(F)F)c2)CC1 (stereo unspecified)	-5	-3	0.29	4	4	0	-21	-2	1.1
Cc1cc(NC(=O)COc2ccc(Cl)cc2Cl)n(CCC#N)n1	2	-9	-1.5	5	3	1	-14	1	-0.7
CC(C)N1CCN(Cc2cccs2)CC1CCO (stereo unspecified)	7	-10	-0.1	/	14	31	-5	14	-0.5
CCCCNC(=O)CS(=O)Cc1nc(-c2ccc(C)cc2)oc1C (stereo unspecified)	-8	3	/	-17	2	10	-37	16	-0.1
O=C1NC2(CCCCC2)C(=O)N1CCS(=O)(=O)Oc1ccccc1	0	5	0.16	-20	-2	7	-18[20 µM]	25	0.2
Cc1nc(-c2ccccc2)nc2[nH]c(C(C)C)cc(=O)c12	-17	-1	-1.3	1	-1	-12	-14[20 µM]	-8	-1.3
COc1ccc([N+](=O)[O-])cc1NC(=O)C(C)OC(=O)C1c2ccccc2Oc2ccccc21 (stereo unspecified)	-2	/	-0.033	-4	7	15	-23	-12	-0.7
CCN1C(=O)NC2C1N(S(C)(=O)=O)CCN2S(C)(=O)=O (stereo unspecified)	2	0	/	-24	2	1	-20	-17	1.6

# At a glance, three of the compounds above:
SMILES	Thrombin inh	Rad51 HR inh	KCC2 mod	KLK5 inh	FXIa inh	FXIIa inh 1536	Furin inhibitor	m-calpain inh	PERK inh
Cc1nc(-c2ccccc2)nc2[nH]c(C(C)C)cc(=O)c12	-17	-1	-1.3	1	-1	-12	-14[20 µM]	-8	-1.3
COc1ccc([N+](=O)[O-])cc1NC(=O)C(C)OC(=O)C1c2ccccc2Oc2ccccc21 (stereo unspecified)	-2	/	-0.033	-4	7	15	-23	-12	-0.7
CCN1C(=O)NC2C1N(S(C)(=O)=O)CCN2S(C)(=O)=O (stereo unspecified)	2	0	/	-24	2	1	-20	-17	1.6

# Remaining list, next part.
SMILES	Thrombin inh	Rad51 HR inh	KCC2 mod	KLK5 inh	FXIa inh	FXIIa inh 1536	Furin inhibitor	m-calpain inh	PERK inh
COc1cccc(CNc2ccc([N+](=O)[O-])cc2Cl)c1O	-16	4	-0.56	-2	-4	3	-4	35	2.5
Cc1ccc(N2CC(c3nc4ccccc4[nH]3)CC2=O)c(C)c1 (stereo unspecified)	-2	-5	0.89	-4	-1	9	-26	-14	0.3
COc1cccc2cc(C(N)=O)oc12	-2	23	0.69	-10	-4	3	-24	-37	0.3
O=C(NCc1ccco1)c1cc(-c2ccco2)on1	2	-6	/	1	4	16	-15	-12	-0.8
CCOc1ccc(S(=O)(=O)NCCC(=O)NC2=NCCS2)cc1	-4	7	/	15	2	12	-21	-9	1.1
Cc1cccc(NC(=S)NCC(C)CSc2ccc(Cl)cc2)c1 (stereo unspecified)	4	14	-2.3	2	2	8	-9	35	-0.2
Oc1c(/C=N/c2ccccn2)sc2ccccc12	1	-113	0.19	4	-2	11	-3	5	0.1
[O-][n+]1onc2c1CCC1N(O)C(c3ccccc3)CC21O (stereo unspecified)	3	-1	-0.25	0	6	17	-16[20 µM]	-39	0.4
CCOC(=O)C1CCN(C(=O)c2ccc(SC)cc2OC)CC1	-1	/	0.34	-7	-4	7	-10[20 µM]	3	-0.7
Cc1ccc(S(=O)(=O)N2CCOCC2)cc1NC(=O)COC(=O)c1cc(=O)[nH]c2ccccc12	10	10	0.29	5	2	9	-13	-88	0.5
O=C1Nc2ccc(Cl)cc2C(=O)C1(F)c1ccccc1 (stereo unspecified)	6	-4	-0.0022	-4	1	9	-15	-20	0.5
O=C(CCc1nnc(-c2ccsc2)o1)N1CCc2c(Cl)cccc2C1	-16	12	/	0	-4	3	4	25	-0.1
Cn1c(CN2CCN(c3cccc(Cl)c3)CC2)nc2ccccc21	-1	8	-0.21	28	1	7	-16[20 µM]	22	0.3
O=C(NC1CC1)c1ccc(CS(=O)(=O)c2c(Cl)cccc2Cl)o1	-8	2	/	-28	0	9	-16	-3	-0.4
CSCCCNC(=S)Nc1ccc(N2CCOCC2)cc1N1CCOCC1	2	22	0.17	-14	-5	9	-22	-26	1.3
CCN(c1ccccc1)S(=O)(=O)c1ccc(Cl)c(C(=O)NCC2CCCO2)c1 (stereo unspecified)	-1	/	-1.7	/	0	12	-42	-1	0.2
COc1ccccc1C(=O)N1CC2(C)CC1CC(C)(C)C2 (stereo unspecified)	0	-10	-1.2	-5	-4	7	-27[20 µM]	27	1.2
COc1ccc2c(c1)c(C(=O)N/N=C/c1ccc(O)c(O)c1)c(C)n2C	1	7	0.57	-9	0	7	1	-3	-0.5
CCOc1ccc(C(C)C)cc1S(=O)(=O)N1CCOCC1	12	38	0.48	0	-2	3	-23	-32	1.2
COc1ccc(N2CC(C(=O)NCCCN3CCOCC3)CC2=O)cc1 (stereo unspecified)	-1	2	/	4	11	14	8	16	0.0
COc1ccc(-n2cc(CN[C@H]3CCCCNC3=O)c(-c3cccc(F)c3)n2)cc1	-2	/	1.5	3	6	12	-17	-5	-1.7
Cc1ccc(/C=N/N(Cc2ccccc2)c2ccccc2)o1	-9	7	0.98	2	0	9	-20	-13	0.4
O=C(CCCN1C(=O)c2ccccc2C1=O)Nc1nc2ccccc2[nH]1	-16	/	0.4	-3	-3	-1	-17	-6	-0.8
O=C(c1ccncc1)N(c1ccc2oc3c(c2c1)CCCC3)S(=O)(=O)c1ccc(F)cc1	-2	7	-1.2	-12	3	12	-27	14	-0.9
N#Cc1c(NC(=O)c2ccc(N3CCOCC3)c([N+](=O)[O-])c2)sc2c1CCCC2	-1	-3	0.69	3	-2	7	-17	26	0.2
Cn1c(SCC(=O)c2ccccc2)nnc1-c1ccncc1	5	12	0.76	-16	-4	-2	-33	3	1.0
CCN(CC)S(=O)(=O)c1ccc(C(=O)Nc2c3c(nn2C(C)(C)C)CS(=O)(=O)C3)cc1	-4	-1	/	7	4	14	-6	14	0.9
CCn1ncc(Br)c1C(=O)Nc1ccc(C(=O)OC(C)C)cc1	4	3	5.3*	-11	-5	20	-22[20 µM]	-11	-1.1
S=C(NCCc1ccccn1)Nc1ccc(Cl)cc1	-15	-2	0.091	-16	7	10	-19	-7	0.5
Cc1cc(C(=O)COC(=O)CCc2nc3ccccc3c(=O)[nH]2)c(C)n1CC1CCCO1 (stereo unspecified)	-9	/	-0.91	-1	-1	4	-20	2	-0.4
CCOC(=O)N/N=C/C=C/c1ccccc1	-1	5	0.43	-11	2	10	-17	-1	1.3
CCOc1ccc(NS(=O)(=O)c2ccc3c(c2)oc(=O)n3C)cc1	6	-4	0.42	-7	10	20	-32	-21	2.0
CCCN=Cc1ccc(O)cc1	-2	-4	-0.52	-11	-5	0	14	30	1.1
CCc1ccccc1-n1c(SCC(=O)Nc2ccc3c(c2)OCCO3)nc2[nH]ncc2c1=O	1	-3	-0.63	5	5	10	-23	-16	-0.7
O=C(Nc1nccs1)C1CCCN1S(=O)(=O)c1ccc(Cl)cc1 (stereo unspecified)	-6	1	/	-13	7	17	-19	-13	-0.1
S=C(NCCSCc1ccc(Cl)cc1)Nc1ccccc1	-2	/	0.4	-23	1	7	-4[20 µM]	31	1.2
CCN(CC)CCCNC(=O)C1c2ccccc2Oc2ccccc21	0	-8	/	-3	6	18	-8	-16	-0.8
Cc1ccc(-c2nnc(Nc3ccc(C(=O)N(C)C)cc3)c3ccccc23)cc1S(=O)(=O)NCC1CCCO1 (stereo unspecified)	-1	-2	1.9	2	5	10	-8	-26	0.8
COC(CN1CCc2c(C)nc3c(C#N)cnn3c21)OC	-3	-5	-0.31	21	1	11	-46	-115	-0.1
CCC(=O)Nc1nc(-c2cc([N+](=O)[O-])cs2)cs1	10	-9	0.43	7	10	11	2	-5	0.2
COC(=O)c1ccc(CS(=O)(=O)c2ccc(C)cc2)cc1	-6	5	0.042	-30	5	6	-20[20 µM]	-48	-0.1
COc1ccccc1NCc1ccc([N+](=O)[O-])s1	3	/	-1.3	-6	7	10	-12	3	1.2
CCCC1c2ccc(C)n2CCN1C(=O)Nc1ccc(F)cc1 (stereo unspecified)	2	-6	0.6	-19	-1	6	0	-91	0.1
COc1ccc(CNC(=O)C/C(C)=N/NC(=O)COc2ccccc2)cc1	-6	-1	0.84	0	3	10	-29	-15	1.5
COC(=O)c1ccc(CSc2nnc(N)s2)cc1	3	-1	0.039	-1	22	24	-16	10	1.3
NNC(=O)c1ccccc1-n1cccc1	-3	-15	-0.51	-4	-4	4	-14	1	1.0
Cc1cc(O)c(C2(C(F)(F)F)NCCNC2=O)cc1C (stereo unspecified)	1	0	0.47	-15	-9	9	-8[20 µM]	23	0.9
